High-throughput results: PubChem, Sanford-Burnham Center for Chemical Genomics
HIV fusion peptide = inhibitors of HIV fusion peptide binding, primary screen, biochemical, uHTS, fluorescence dequenching (AID 1986); actives 0.3% (n = 290,000); cell-free peptide binding, fluorescence dequenching, 30 min; higher % means a stronger effect; inhibition, % at 20 µM, or IC50 in µM where a hit was titrated; in the data active = inhibition mostly above about 52%, no sharp cut-off; inactive = mostly below about 76%; note: some results filed as inactive read as strong as hits
AID2073 = inhibitors of Mint1-CaV2.2 protein interaction, biochemical, HTRF (AID 2073); Voltage-dependent N-type calcium channel subunit alpha-1B (Homo sapiens); HTRF protein-protein interaction, Mint1-CaV2.2; higher % means a stronger effect; one-dose inhibition, % at 20 µM; IC50 in µM for titrated hits; actives 0.19% (n = 290,000); in the data active = inhibition mostly above about 51%, no sharp cut-off; inconclusive = no clear call, values can overlap the other calls; inactive = mostly below about 53%; note: some results filed as inactive read as strong as hits
* hit, by the source's call; ? = inconclusive. This is a subset. The share of hits here may be higher or lower than overall.

SMILES	HIV fusion peptide	AID2073
CCOc1ccc(S(=O)(=O)N2CCCC(C(=O)N3CCC(C(N)=O)CC3)C2)cc1Cl (centres undefined)	-0.5%	12%
O=C(NS(=O)(=O)Oc1cccc(F)c1)OC[C@@H]1CCCN2CCCCC12 (some centres undefined)	-0.1%	2%
COc1cccc(N2CCN(C(=O)c3ccc(CS(=O)c4ccccc4Cl)o3)CC2)c1 (centres undefined)	-1.9%	-4%
O=C(c1cccc(-c2ccco2)c1)N1CCCC(N2CCN(c3ccc(F)cc3)CC2)C1 (centres undefined)	2.9%	8%
Cc1ccc(NC(=O)CSc2nccn2C)cc1F	-1.1%	5%
Cc1ccc(N2CC(C(=O)OCC(=O)c3ccc([N+](=O)[O-])cc3)CC2=O)cc1 (centres undefined)	-0.4%	?
CCCCNC(=O)[C@H]1N2C(=O)c3c(ccc(OC)c3OC)C2SC1(C)C (some centres undefined)	1.3%	-7%
O=c1cc(-c2cc3ccccc3o2)c2cc(O)ccc2o1	12%	-32%
COc1ccc(CCC(=O)OCC(=O)Nc2ccccc2)cc1	1.0%	-6%
COc1ccc(CN2CCC(C(=O)Nc3ccc(Oc4cccnc4)cc3)CC2)c(C)c1C	-1.3%	9%
CC(C)c1nc(C(N)=O)c2[nH]c(=O)n(-c3ccc(F)cc3)c2n1	1.6%	10%
O=C(CN1C(=O)NC2(CCCC2)C1=O)Nc1cc(S(=O)(=O)N2CCOCC2)ccc1OCC(F)(F)F	-0.9%	4%
CCc1nnc(NC(=O)CCS(=O)(=O)c2ccccc2)s1	-0.7%	7%
CC(C)(C#N)Cc1cc(CC(C)(C)C#N)cc(C(C)(C)C)c1	-0.2%	-8%
Cc1cccc(NC(=O)C2C3C=CC(O3)C2C(=O)O)c1 (centres undefined)	1.2%	4%
O=C(Nc1ccc(OC(F)(F)F)cc1)c1ccc2nc[nH]c2c1	-1.1%	10%
CC[C@@H](C)[C@H](NC(=O)Cc1c(C)c2cc3c(C)c(C)oc3c(C)c2oc1=O)C(=O)O	4.4%	32%
COC(=O)[C@H](Cc1c[nH]c2ccccc12)NC(=O)NCc1ccccc1	-0.4%	2%
COc1ccc(C(=O)NCC(=O)c2ccccc2)cc1	-1.2%	-6%
CCOc1ccc(NC(=O)c2ccc3c(=O)n4c(nc3c2)CCCCC4)cc1	0.3%	11%
O=S(=O)(NCCc1csc(-c2cccnc2)n1)c1cc(F)ccc1F	1.7%	8%
O=C(CS(=O)(=O)c1ccc(F)cc1)N1CCOCC1	-0.7%	-2%
COc1ccc(CSc2nnnn2-c2ccc(C(N)=O)cc2)cc1[N+](=O)[O-]	-0.5%	6%
Oc1c(CN2CCCC(C(F)(F)F)C2)cc(Cl)c2ccccc12 (centres undefined)	-1.6%	-25%
C/C(CC(=O)Nc1cccc(Cl)c1Cl)=N\NC(=O)C(=O)N1CCCC1	-2.5%	6%
CCc1nnc(SCC(=O)Nc2ccc(N3CCN(S(C)(=O)=O)CC3)cc2)o1	0.4%	15%
Cc1cc(C(=O)NCC(c2cccs2)N2CCOCC2)ccc1[N+](=O)[O-] (centres undefined)	0.0%	?
O=C1CN(C(=O)c2ccc(F)cc2)c2ccccc2N1	0.6%	-1%
CCc1ccc(C(CC(=O)O)N2Cc3ccccc3C2=O)cc1 (centres undefined)	2.1%	10%
O=C(CSc1nncn1-c1ccccc1)NC1CCCC1	1.2%	14%
O=C(c1ccccc1)N1N=C(c2ccc(F)cc2)CC1(O)C(F)(F)F (centres undefined)	-2.5%	9%
COc1ccc(CN2CCC(n3nccc3NC(=O)CCOc3ccccc3)CC2)cc1C	2.2%	-8%
COc1ccccc1N1CCN(C(=O)c2ccccc2N(C)S(=O)(=O)c2ccc(C)cc2)CC1	0.3%	-7%
Cc1cc(C)nc(Nc2cccc(C(F)(F)F)c2)n1	-1.9%	8%
Cc1nn(CC(=O)N2CCN(C)CC2)c(=O)c2c1sc1ccccc12	-1.5%	5%
COC(=O)CCc1c(COC(C)=O)[nH]c(C(=O)OCc2ccccc2)c1C	1.3%	5%
CCN1CCN(C(=O)c2cc3c(=O)n4ccccc4nc3s2)CC1	-1.2%	31%
Cc1ccnc(Nc2nc(-c3ccc(Cl)cc3)cs2)c1	3.4%	5%
COc1ccc(OC)c(C(=O)CCCC(=O)c2cc(OC)ccc2OC)c1	-0.6%	48%
O=C(c1cccc(Oc2ccc([N+](=O)[O-])cc2)c1)N1CCOCC1	2.4%	7%
O=S(=O)(NN=C1CCCCCC1)c1ccc(Cl)cc1	-1.1%	5%
O=C(C1CCCN(Cc2ccc(Cl)cc2)C1)N1CCCCC1 (centres undefined)	-0.9%	-2%
COc1ccc(N2CCOCC2)c(NC(=O)c2ccco2)c1	1.5%	-2%
COc1ccc(CC(=O)Nc2c(C(N)=O)oc3ccccc23)cc1	0.7%	2%
CSc1ccccc1NC(=O)COc1nsnc1N1CCOCC1	0.6%	1%
O=S(=O)(c1ccc(Br)cc1)N1CCCc2ccccc21	-2.0%	11%
COc1ccc(CC(=O)Nc2ccc(S(=O)(=O)Nc3nccs3)cc2)cc1	9.5%	-5%
CC(=O)CCC(=O)N1CCCC(N2CCN(c3cccc(Cl)c3)CC2)C1 (centres undefined)	-1.3%	8%

Two of these compounds in another layout:
| Molecule | HIV fusion peptide | AID2073 |
| --- | --- | --- |
| Cc1ccnc(Nc2nc(-c3ccc(Cl)cc3)cs2)c1 | 3.4% | 5% |
| COc1ccc(OC)c(C(=O)CCCC(=O)c2cc(OC)ccc2OC)c1 | -0.6% | 48% |

The list goes on:
SMILES	HIV fusion peptide	AID2073
NS(=O)(=O)c1ccc(CNC(=O)c2cc(=O)c3ccccc3o2)cc1	2.0%	-5%
CCCc1nc2ccc(NC(C)=O)cc2c(=O)n1Cc1cccc(Cl)c1	2.6%	0%
CCC(C)[C@H](NC(=O)[C@@H]1CSC2c3ccccc3C(=O)N21)C(=O)NCc1ccncc1 (some centres undefined)	2.9%	2%
CC1CCC(NC(=O)Cn2c(=O)oc3cc(S(=O)(=O)N4CCCC4)ccc32)CC1 (centres undefined)	5.6%	-6%
CCN1CCSc2ccc(C(=O)NCc3cc(Br)ccc3OC)cc21	-0.3%	23%
Cc1c(OC(C)C(=O)NCC2CCC(C(=O)O)CC2)ccc2c3c(c(=O)oc12)CCCC3 (centres undefined)	-0.1%	1%
COC(=O)c1ccc(CNC(=O)c2ccc3oc(C(C)C)nc3c2)cc1	2.7%	-3%
COc1ccc(OC2CCN(S(=O)(=O)c3ccc(OC)cc3)CC2)cc1	0.3%	-1%
O=C(Nc1ccc(Cl)cn1)C1CCN(c2ncnc3c2nc2n3CCCCC2)CC1	-1.6%	4%
COCCN(CCNC(=O)c1ccc(NC2=NC3CS(=O)(=O)CC3S2)cc1)Cc1ccco1 (centres undefined)	2.1%	3%
O=C(Nc1ccnn1C1CCN(C(=O)Cc2cccc(Cl)c2)CC1)C1CC1	0.2%	8%
COCCCNC(=O)/C(C#N)=C/c1c(N2CCN(c3ccccc3)CC2)nc2ccccn2c1=O	4.3%	22%
CCOC(=O)C1CCCN(C(=O)CNC(=O)c2nn(-c3ccc(OC)c(Cl)c3)c(=O)c3ccccc23)C1 (centres undefined)	-1.0%	0%
Cc1ccc(CN2CCC(CNC(=O)c3ccc(NC(=O)C4=CSCCO4)cc3)CC2)cc1	0.9%	10%
Cc1ccc(OCC(=O)Nc2ccc3c(c2)C(=O)N(CCC(=O)O)C3=O)cc1	1.6%	0%
CCOC(=O)C(=O)C1=CN(Cc2ccccc2)C=C(C#N)C1	-0.1%	5%
Nc1cccc(C(=O)Nc2cccc3ncccc23)c1	-0.5%	-4%
FC(F)(F)c1cccc(CNC2CCN(Cc3ccccc3)CC2)c1	0.6%	-4%
CC12CCC(=O)C=C1CCC1C2C(O)CC2(C)C1CCC2(O)C(=O)CO (centres undefined)	-0.7%	4%
O=C(CSc1nnc(CNC(=O)c2ccccc2F)o1)NC1CCCC1	-0.6%	14%
CN(CC(=O)NCc1ccc(F)cc1)Cc1ccc(Br)cc1	-0.2%	10%
O=C(Nc1ccccc1NC(=O)c1ccccc1Cl)c1ccccc1Cl	0.9%	-7%
COc1ccc(-c2cn3cccnc3n2)cc1NC(=O)C(C)C	-0.8%	24%
COc1ccc(S(=O)(=O)N2CCN(C3CCCC(C)C3)CC2)cc1 (centres undefined)	3.3%	-5%

One compound at a time (already shown). Screens in order: HIV fusion peptide, AID2073
O=C(CSc1nnc(CNC(=O)c2ccccc2F)o1)NC1CCCC1 is listed as -0.6%, 14%
COc1ccc(-c2cn3cccnc3n2)cc1NC(=O)C(C)C is listed as -0.8%, 24%
Cc1ccc(OCC(=O)Nc2ccc3c(c2)C(=O)N(CCC(=O)O)C3=O)cc1 is listed as 1.6%, 0%

Additional entries
SMILES	HIV fusion peptide	AID2073
CCc1cc(=O)oc2c(C)c(OCC(=O)NCc3ccccn3)ccc12	-0.1%	53%
CCCN1CCN(C(=O)CCn2c(=O)c3cccn3c3cccnc32)CC1	0.2%	-8%
COc1ccccc1N1CCN(S(=O)(=O)c2ccc(Cl)cc2)CC1	-1.8%	7%
O=C(O)CCC(=O)Nc1sc2c(c1C(=O)NC1CCCC1)CCCC2	0.2%	27%
CC(=O)N1CCCc2cc(S(=O)(=O)N3CCCC(C(=O)NCc4ccccc4Cl)C3)ccc21 (centres undefined)	-0.8%	-2%
COC(=O)c1ccc(C2NC(=O)CCC2[N+](=O)[O-])cc1 (centres undefined)	-0.2%	3%
CC(C)(C)C1=CC(O)(c2ccccc2)C=C(C(C)(C)C)C1=O	-1.1%	5%
CSCCC(=O)N(C)CC1CCCN(CCc2cccc(C(F)(F)F)c2)C1 (centres undefined)	13%	10%
Cc1ccccc1C(=O)c1cccn1CC(=O)NCc1cccc(Cl)c1	-0.5%	1%
COCC1CCN(C(=O)C2CCC(=O)N(C3CCCCCC3)C2)CC1 (centres undefined)	1.1%	7%
CN(Cc1ccccc1)C(=O)COc1cc(Cl)ccc1Cl	-1.5%	5%
O=[N+]([O-])c1ccc(S(=O)(=O)N2CCN(C3CCN(Cc4ccccc4)CC3)CC2)cc1	0.6%	0%
O=C(Nc1ccnn1C1CCN(Cc2cccnc2)CC1)c1ccccc1Cl	-0.6%	9%
CSCC(=O)NC1CCCN(C2Cc3ccccc3C2)C1 (centres undefined)	1.2%	14%
CCN(CC(=O)Nc1cc(Cl)ccc1C)C(=O)c1ccc(=O)n(Cc2ccccc2)n1	-1.0%	12%
CCc1ccc(OCC(=O)O/N=C(\N)c2ccncc2)cc1	-0.9%	8%
O=C(CN(C(=O)c1csnn1)c1ccccc1F)NCc1ccc2c(c1)OCO2	-1.4%	-15%
O=C(CN(Cc1ccccc1)C(=O)CNS(=O)(=O)c1ccccc1)NCc1ccco1	0.9%	-6%
COc1ccc(OC)c(NC(=O)C2CCN(C(=O)C3CC(=O)N(c4ccc(C)cc4)C3)CC2)c1 (centres undefined)	-0.3%	-2%
COc1ccc(-c2nc(CN3CCN(Cc4cccc(Cl)c4)CC3)c(C)o2)cc1	0.2%	0%
CC1Cc2cc(-c3csc(N)n3)ccc2O1 (centres undefined)	-0.8%	-2%
Cc1ccccc1CN1CCNC(=O)C1CC(=O)NC1CCCCCCC1 (centres undefined)	3.4%	-3%
O=C(N/N=C\c1ccncc1)c1ccc(Br)s1	-0.8%	18%
Cc1cc(C)c(NC(=S)N2CCN(c3ccc([N+](=O)[O-])cn3)CC2)cc1C	-2.7%	-14%
Cc1oc2c(cc(NS(=O)(=O)c3ccc(F)cc3)c3ccccc32)c1C(=O)O	26%	14%
CC(=O)c1c(C)oc2ccc(NS(=O)(=O)c3ccc(C(=O)O)cc3)cc12	0.0%	12%
CSCCC(=O)N1CCCC(N2CCN(c3cccc(C(F)(F)F)c3)CC2)C1 (centres undefined)	0.8%	-1%
Cc1ccc(C(=O)N/N=C/c2ccc(-c3ccc(Br)cc3[N+](=O)[O-])o2)o1	26%	7%
Cc1cc(C)n2nc(SCC(=O)Nc3ccccc3C)nc2n1	1.0%	2%
CCOc1cc(CNn2cnnc2)cc(Cl)c1OCC(=O)NC(C)(C)C	1.0%	12%
CCOC(=O)C1CCN(c2cc3c(cc2NC(=O)c2ccccc2OCC)n(C)c(=O)n3C)CC1	-3.4%	21%
COc1ccc(CCN2CC(C(=O)N(C)CCc3cn[nH]c3)CCC2=O)cc1 (centres undefined)	0.2%	7%
CC(OC(=O)CCCC(=O)Nc1ccccc1)C(=O)c1ccccc1 (centres undefined)	-1.6%	3%
Cc1c(CCC(=O)NCCCn2ccnc2)c(=O)oc2cc3oc4c(c3cc12)CCCC4	1.5%	26%
C/C(CC(=O)Nc1cccc(C(F)(F)F)c1)=N\NC(=O)c1cnccn1	-0.7%	6%
CCOC(=O)COc1ccc(/C=C2/C(=O)NN(c3ccc(F)cc3)C2=O)cc1OC	14%	20%
COC(=O)CN1C(=O)[C@H]2[C@@H](c3ccc(C)o3)N3C(=O)CN(Cc4ccccn4)C(=O)[C@@]3(Cc3ccccc3)[C@H]2C1=O	3.3%	6%
Cc1ccc(OCC2Cn3c(nc4c3c(=O)[nH]c(=O)n4C)O2)cc1C (centres undefined)	-0.5%	2%
O=C(Nc1cccc(C(F)(F)F)c1)c1cccnn1	-0.9%	-8%

Nothing new here: an excerpt of the list.
SMILES	HIV fusion peptide	AID2073
CCOc1ccc(S(=O)(=O)N2CCCC(C(=O)N3CCC(C(N)=O)CC3)C2)cc1Cl (centres undefined)	-0.5%	12%
O=C(NS(=O)(=O)Oc1cccc(F)c1)OC[C@@H]1CCCN2CCCCC12 (some centres undefined)	-0.1%	2%
COc1cccc(N2CCN(C(=O)c3ccc(CS(=O)c4ccccc4Cl)o3)CC2)c1 (centres undefined)	-1.9%	-4%
O=C(c1cccc(-c2ccco2)c1)N1CCCC(N2CCN(c3ccc(F)cc3)CC2)C1 (centres undefined)	2.9%	8%
